# TbMetRS inhib: T. brucei MetRS inhibitors, primary screen, biochemical, luminescence. methionyl-tRNA synthetase (Trypanosoma brucei brucei). purified T. brucei MetRS, ATP depletion, Kinase-Glo luminescence. inhibition, % at 11.9 µM. actives 0.4% (n = 360,000). AID 624268, 2012;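 active = inhibition above a per-plate cutoff of the control wells' mean inhibition plus 3 SD, cut at about 5.5% in these data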;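 note: 0% = DMSO wells median and 100% = median of wells with control inhibitor compound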
#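 Dosing: 11.9 µM single point; system: parasite MetRS enzyme; technique: luminescence of leftover ATP; times: 15 min enzyme-compound preincubation, 2 h reaction, 10 min detection, 25 °C; replicates: each compound tested once; read-out basis: percent inhibition relative to median high and low control wells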
# MsrA inhibitor: bovine MsrA enzyme inhibitors, primary screen, biochemical, absorbance, HTS. inhibition, % at 15.5 µM. AID 651718, 2012. purified bovine MsrA, absorbance read-out. Methionine sulfoxide reductase A (Bos taurus). actives 0.75% (n = 360,000); in the data active = inhibition above about 4.5%;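 note: 0% = vehicle wells with enzyme and 100% = reference inhibitor wells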
# MT1-MMP act inh: blockers of MT1-MMP proenzyme processing, primary screen, HT1080 RFP-PRO-GFP cells, GFP/RFP fluorescence. Matrix metalloproteinase-14 (Homo sapiens), P50281. GFP/RFP ratio fluorescence, overnight; percent of plate control window, DMSO zero. GFP/RFP ratio change, % at 20 µM. actives 0.061% (n = 360,000);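 active = GFP/RFP ratio change of at least 30% with cell ATP level not reduced by more than half and red fluorescence within 50% of control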; note: strong numbers were not always called active
#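 Assay system: HT1080 RFP-PRO-GFP cells. Benchmarks: DMSO vehicle wells and RFP-L50D-GFP reporter cell wells. Times: overnight cell settling, then overnight compound exposure, 37 °C, 5% CO2. Compound: 20 µM single dose, 1% DMSO. Read-out basis: GFP/RFP fluorescence ratio.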
# bovine MsrA act: bovine MsrA enzyme activators, primary screen, biochemical, absorbance, HTS; Methionine sulfoxide reductase A (Bos taurus); purified bovine MsrA, absorbance read-out; activation, % at 10.6 µM; actives 0.3% (n = 360,000); in the data active = activation above about 7.5%;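 note: 0% = vehicle and 100% = reference activator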
# MLLE-PAM2 inh: inhibitors of PABP1 MLLE–PAM2 peptide binding, primary screen, biochemical, fluorescence polarization, FITC-PAM2, GST-MLLE | Polyadenylate-binding protein 1 (Homo sapiens), P11940 | inhibition, % at 20 µM | actives 0.36% (n = 360,000) | AID 588489, 2011; in the data active = inhibition above about 35%, passing the limit was not always enough;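 note: plate controls were DMSO wells with GST-MLLE for no effect and wells lacking GST-MLLE protein for full effect; some results filed as inactive read as strong as hits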
# E coli Lon inh: inhibitors of E. coli Lon protease, primary screen, biochemical, fluorescence polarization | actives 0.42% (n = 360,000) | purified E. coli Lon protease | inhibition, % at 7.94 µM | P0A9M0; in the data active = inhibition above about 13%, passing the limit was not always enough;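 note: 0% = enzyme with probe and DMSO and 100% = no enzyme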
# Target sequence (P0A9M0 whole entry, looked up): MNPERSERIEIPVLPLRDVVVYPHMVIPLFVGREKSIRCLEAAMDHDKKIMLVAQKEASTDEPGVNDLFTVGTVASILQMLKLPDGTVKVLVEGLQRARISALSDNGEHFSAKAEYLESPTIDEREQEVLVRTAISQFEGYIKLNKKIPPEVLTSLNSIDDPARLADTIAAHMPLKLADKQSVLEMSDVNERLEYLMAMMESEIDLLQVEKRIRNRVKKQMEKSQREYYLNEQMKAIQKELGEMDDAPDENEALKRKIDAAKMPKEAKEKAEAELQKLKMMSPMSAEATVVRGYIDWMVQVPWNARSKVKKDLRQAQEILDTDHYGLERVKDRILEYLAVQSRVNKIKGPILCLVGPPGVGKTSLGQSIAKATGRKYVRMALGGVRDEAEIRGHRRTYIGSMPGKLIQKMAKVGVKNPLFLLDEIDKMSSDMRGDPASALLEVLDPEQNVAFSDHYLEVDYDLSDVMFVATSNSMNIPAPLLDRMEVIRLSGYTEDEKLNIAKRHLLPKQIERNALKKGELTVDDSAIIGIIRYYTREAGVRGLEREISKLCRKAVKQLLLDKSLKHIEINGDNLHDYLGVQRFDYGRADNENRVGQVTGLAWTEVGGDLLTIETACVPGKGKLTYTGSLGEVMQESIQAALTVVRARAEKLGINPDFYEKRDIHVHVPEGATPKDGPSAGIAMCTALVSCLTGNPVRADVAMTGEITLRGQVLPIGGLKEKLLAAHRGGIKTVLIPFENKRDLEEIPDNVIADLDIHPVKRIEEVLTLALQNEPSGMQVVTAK
# NRP1-CendR mod: modulators of CendR peptide binding to NRP-1, primary screen, biochemical, fluorescence polarization, uHTS | Neuropilin-1 (Homo sapiens), O14786 | FAM-RPARPAR peptide binding to NRP-1 | inhibition, % at 25 µM | actives 0.85% (n = 360,000) | AID 602438, 2012;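 active = inhibition or corrected inhibition above about 18%, plus a signal ratio from 0.5 to 1.5, limit read from the data, passing the limit was not always enough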; note: strong numbers were not always called active
# SKN-1 block: suppressors of acrylamide-induced Pgst-4::GFP reporter in worms, primary screen, SKN-1 inhibitor project, whole organism, uHTS, GFP/RFP fluorescence ratio, strain VP596 | C. elegans VP596 Pgst-4::GFP/RFP ratio, 24 h | actives 0.49% (n = 360,000) | inhibition, % at 21.8 µM | AID 624304, 2012;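 active = interference check ratio from 0.5 to 1.5 plus GFP to RFP signal ratio inhibition reaching or exceeding a fixed threshold, cut at about 30% in these data, passing the limit was not always enough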; note: some compounds called inactive have numbers as strong as hits
# FAS-TE inh: FAS thioesterase domain inhibitors, primary screen, biochemical, fluorescence intensity, uHTS | recombinant FAS-TE, OMFH fluorogenic substrate, fluorescence endpoint | Fatty acid synthase (Homo sapiens), P49327 | actives 0.67% (n = 360,000) | AID 602261, 2012 | inhibition, % at 15 µM;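 active = compounds whose normalised, plate-corrected inhibition of enzyme fluorescence in the single-dose primary screen is 50% or more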;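 note: 0% = DMSO with enzyme and 100% = substrate without enzyme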
# An asterisk follows results filed as active; nt = no result given. This is a random part of the collection (roughly 4% active in at least one column).
SMILES,TbMetRS inhib,MsrA inhibitor,MT1-MMP act inh,bovine MsrA act,MLLE-PAM2 inh,E coli Lon inh,NRP1-CendR mod,SKN-1 block,FAS-TE inh
CN(C(=O)c1cccc(NC(=O)Cc2ccc(NC(=O)C3CCCN(S(=O)(=O)c4cccc([N+](=O)[O-])c4)C3)cc2)c1)C1CCCC1 (stereo not given),0.7,0.1,-3,-1,-15,-2,-6,6,69*
CC(C)(C)C(=O)Nc1ccc2c(c1)-c1cc(NC(=O)C(C)(C)C)ccc1C2,0.1,1.4,6,-1,-6,-4,-6,-2,-12
O=C(CCC(=O)Nc1ccc(Cl)cc1Cl)NNC(=O)Nc1ccccc1,13*,-0.9,-1,-8,1,6,0,0,-2
O=c1[nH]c2ccc(S(=O)(=O)Nc3ccc(-c4nnc5n4CCCCC5)cc3)cc2o1,0.5,-1.7,-13,-2,-13,-14,-21,-1,-15
Cc1nc(N2CCN(C(=O)c3ccco3)CC2)nc2c1C(=O)CC(C)C2 (stereo not given),-0.2,1.3,3,-2,-16,4,4,0,-4
CC(=O)N1CCN(S(=O)(=O)c2cccc(C(=O)Nc3nc4ccccc4[nH]3)c2)CC1,-1.5,1.7,2,-12,0,-5,2,-10,-6
CCN(CC)c1ccc(-c2nnc(SCC(=O)Nc3ccccc3C#N)n2-c2ccccc2)cc1,0.2,1.3,-8,1,-111,6,1,20,7
CCOC(=O)c1c(C)[nH]c(-c2csc(C)n2)c1C,-0.4,-0.7,-1,-2,8,7,-2,11,0
CCCSC1=C(C#N)C(c2cccnc2)C(C(=O)OCC)=C(c2ccccc2)N1 (stereo not given),0.3,-0.5,-3,-3,-4,-6,-4,13,-18
CCOc1ccc(N2C(=O)c3cccnc3C2Nc2ccc(C)cc2)cc1 (stereo not given),-1.5,-0.4,-1,-12,-16,-6,-11,-7,9
COc1ccc([C@H]2CC(=O)C[C@@H](CCn3cc(-c4cccnc4)nn3)O2)cc1,-0.8,1.8,0,-4,nt,-8,-12,0,-9
CCOC(=O)N1CCC(NC(=O)CSCc2cnn(-c3ccccc3)c2-n2cccc2)CC1,-0.2,1.2,-2,-3,7,-5,-4,-3,-5
CN(CC(=O)Nc1ccccc1Br)C(=O)c1ccncc1,0.0,0.8,-8,-8,7,-15,-1,-5,-7
CN1CCN(C(=O)CCCN2C(=O)/C(=C/c3ccccc3)SC2=S)CC1,0.1,0.8,-4,-3,23,6,6,-5,-1
CCCCc1nc(Cl)c(CO)n1Cc1ccc(-c2ccccc2-c2nn[nH]n2)cc1,0.0,-0.4,1,0,4,5,-4,-9,-1
COc1ccc(C(=O)OCc2cc(=O)n3c(C)csc3n2)cc1F,0.6,2.3,-7,-2,4,-1,4,4,2
COc1cc2c(c(OC)c1OC)-c1ccc(N(C)CC(OC)OC)c(=O)cc1[C@@H](NC(C)=O)CC2,0.6,2.2,10,-2,-4,-1,3,18,-6
Cc1nc(N)sc1N=Nc1ccc(Br)cc1,1.3,0.8,11,-2,-12,4,4,17,3
CCc1nc2ccc(C(=O)N3CCN(S(=O)(=O)CC)CC3)cn2c1N(CC)C(=O)NCCc1ccccc1,0.3,-0.6,3,-3,6,2,7,-2,-8
COc1ccc(-c2nn(-c3ccccc3)cc2/C=N/n2cnnc2)cc1OC,-0.7,2.0,0,-2,12,2,-10,20,-6
O=C(Nc1cc(S(=O)(=O)N2CCCCC2)ccc1Cl)c1ccc(F)cc1,-0.3,0.5,4,-6,10,-4,3,1,16
CCN(CC)CCCNC(=O)c1nn2c(C(F)(F)F)cc(-c3ccccc3)nc2c1Cl,-0.8,2.3,1,1,-2,2,11,14,-2
COc1cc(-c2cc(OC)c3c(C)oc(C)c3c(=O)c2)ccc1O,1.0,1.1,-77,-3,17,0,-21,5,-4
O=S(=O)(NC1CCCCC1)c1ccc(Cl)s1,-1.8,1.6,9,-12,1,-11,0,-23,-3
CCOC(=O)N1CCC(NC(=O)c2ccc3c(c2)N(Cc2ccc(C)cc2)CCS3)CC1,-0.6,1.9,7,-2,-3,12,1,8,20

# Next part
SMILES,TbMetRS inhib,MsrA inhibitor,MT1-MMP act inh,bovine MsrA act,MLLE-PAM2 inh,E coli Lon inh,NRP1-CendR mod,SKN-1 block,FAS-TE inh
Cc1ccc(S(=O)(=O)NC(=O)Nc2cccc(S(=O)(=O)N(C)C)c2)cc1,-0.5,0.4,4,-3,-1,2,-4,-3,-9
Cc1cccn2c(=O)c3cc(C(=O)NC4CCCCC4)c(=N)n(Cc4ccc(F)cc4)c3nc12,0.1,0.2,-9,1,6,-11,-6,-3,10
COc1ccc(NC(=O)CN2CCN(c3c(C)cccc3C)CC2)cc1,-0.6,-0.3,1,2,0,-5,6,7,20
Cc1cnn(C(=O)c2oc3ccccc3c2C)c1,-0.6,nt,2,-4,-5,-5,7,3,-9
CN(C)c1ccc(S(=O)(=O)NCC(=O)N2CCN(S(=O)(=O)c3cccc(F)c3)CC2)cc1[N+](=O)[O-],-0.2,-0.1,3,-3,22,-5,8,2,7
O=S(=O)(c1ccc(Cl)nc1)N1CCN(c2ncccn2)CC1,-1.1,0.3,-1,-5,-9,-1,1,-6,-7
CN(C)c1ccc(-c2ccc([C@H]3[C@@H]4C=CCC[C@@]4(C)C(=O)N3Cc3ccccc3)c(F)c2)cc1,-0.3,0.8,1,-3,-6,-3,-1,3,25
O=c1c(F)cn(C2CCCO2)c(=O)n1Cc1ccccc1F (stereo not given),-0.6,-0.6,-2,-4,1,0,1,14,-6
COc1ccc(C2/C=C\CN(C(=O)OCC3c4ccccc4-c4ccccc43)CC(=O)N2Cc2cccc(F)c2)cc1 (stereo not given),-2.2,-0.3,-4,-6,-11,-7,-1,-8,22
Cc1ccc(OC(=O)C(C)c2cccc(C(=O)c3ccccc3)c2)cc1 (stereo not given),0.2,0.7,-1,0,-6,-4,-8,10,19
COc1ccc(CCN2C(=O)/C(=C\c3ccco3)SC2=S)cc1OC,-0.7,1.2,7,-4,1,-5,-4,2,7
CCOC(=O)N/N=C(\C)c1ccc(Oc2ncccn2)cc1,0.7,-1.3,2,0,16,-14,3,-2,-1
CCOc1ccc(S(=O)(=O)Nc2cc(S(=O)(=O)N(CC)CC)ccc2N2CCCC2)cc1,-1.9,0.2,-7,-10,1,3,0,8,24
O=C(O)C1=C[C@H](c2ccc(C(F)(F)F)cc2)C[C@H](OCCCCO)O1,0.3,-1.1,0,-2,3,-3,13,5,-9
CCS(=O)(=O)N1CCC(C(=O)NCc2ccc(OC)cc2)CC1,-0.6,0.9,2,-5,7,6,-10,1,-3
CC1C/C(=N/Nc2nc3ccccc3[nH]2)CC(C)(C)C1 (stereo not given),0.6,0.3,9,-6,-12,1,22,2,-50
O=C(NCc1ccc(F)cc1)c1cc(S(=O)(=O)N2CCCCC2)ccc1Cl,-0.2,-0.2,2,-2,0,-4,9,16,10
CCOC(=O)c1ccc(N(CC(=O)NC2CCCCC2)C(=O)CNC(=O)c2ccco2)cc1,0.1,-0.2,-2,-1,8,4,-2,0,-3
CCOC(=O)Cc1csc(NC(=S)NC(=O)C(C)(C)C)n1,-0.3,0.9,1,-3,22,-3,-2,9,1
Cc1ccc(NC(=O)CN(C)C(=O)c2cccc(S(=O)(=O)NCc3ccco3)c2)cc1,-0.1,-1.8,-1,-3,2,2,5,6,-1
C=CC[N@@+]12CC[C@]34c5ccccc5N5/C=C6\C7N(/C=C(\C53)[C@@H](C[C@@H]41)/C(=C/CO)C2)c1ccccc1[C@@]71CC[N@@+]2(CC=C)C/C(=C\CO)[C@@H]6C[C@@H]12 (stereo not given in full),-1.6,0.4,2,-7,-5,-2,3,1,-4
CN1CCN(C(=O)c2cc3c(C(F)(F)F)nn(C)c3s2)CC1,-0.1,-0.2,1,1,12,2,7,-22,-7
COCCNC(=O)C(c1ccc(F)cc1)N(CCOC)C(=O)CCC(=O)Nc1nccs1 (stereo not given),-1.9,0.3,-4,-16,-6,-14,10,-11,-7
COc1ccc(S(=O)(=O)Nc2cccc3c2O[C@H](CN(C)S(=O)(=O)c2ccccc2)[C@@H](C)CN([C@H](C)CO)C3=O)cc1,-0.2,-0.3,-1,-2,8,7,8,-3,-8
Cc1cccc(Cn2ccc(N)n2)c1,-0.8,-0.9,7,-7,-3,-4,3,1,-8

# Laid out differently: 4 of the compounds above
Compound | TbMetRS inhib | MsrA inhibitor | MT1-MMP act inh | bovine MsrA act | MLLE-PAM2 inh | E coli Lon inh | NRP1-CendR mod | SKN-1 block | FAS-TE inh
COc1ccc(NC(=O)CN2CCN(c3c(C)cccc3C)CC2)cc1 | -0.6 | -0.3 | 1 | 2 | 0 | -5 | 6 | 7 | 20
Cc1cnn(C(=O)c2oc3ccccc3c2C)c1 | -0.6 | nt | 2 | -4 | -5 | -5 | 7 | 3 | -9
CN(C)c1ccc(S(=O)(=O)NCC(=O)N2CCN(S(=O)(=O)c3cccc(F)c3)CC2)cc1[N+](=O)[O-] | -0.2 | -0.1 | 3 | -3 | 22 | -5 | 8 | 2 | 7
O=S(=O)(c1ccc(Cl)nc1)N1CCN(c2ncccn2)CC1 | -1.1 | 0.3 | -1 | -5 | -9 | -1 | 1 | -6 | -7

# Next part.
SMILES,TbMetRS inhib,MsrA inhibitor,MT1-MMP act inh,bovine MsrA act,MLLE-PAM2 inh,E coli Lon inh,NRP1-CendR mod,SKN-1 block,FAS-TE inh
CCc1cc(C(=O)N(Cc2ccccc2)c2c(N)n(CCOC)c(=O)[nH]c2=O)sc1C,-0.5,-0.6,-15,-2,-4,1,-1,14,-2
CC1(C(=O)NS(=O)(=O)c2cccc(C#N)c2)CCN1C(=O)C/C=C/c1ccccc1 (stereo not given),-0.4,-0.1,-2,-4,14,2,-5,-21,-8
Cc1ccc(CS(=O)Cc2ccc(C(=O)NCc3ccccc3Cl)o2)cc1 (stereo not given),0.0,-0.3,-3,-1,0,2,1,2,-5
O=C(Cc1ccsc1)NCC(c1ccco1)N1CCCCC1 (stereo not given),-0.7,-0.4,-1,-4,5,4,-20,3,-4
Cn1c(=O)[nH]c(=O)c2c1nc(N1CCCCCC1)n2Cc1cccc2ccccc12,0.8,0.6,-3,0,-2,-2,5,5,-3
CCc1nnc(NS(=O)(=O)c2ccc(N/C=C(\C=O)c3nc4cc(Cl)ccc4o3)cc2)s1,0.3,1.5,-29,-4,-12,-5,-33,-1,31
Cc1ccc(NCc2nnc(SCC(=O)Nc3cc(C)on3)n2C)cc1,-1.4,0.6,-4,-8,-5,0,-11,-24,-5
C/C(=N/NC(=O)CN1CCN(Cc2ccccc2Cl)CC1)c1ccco1,-0.1,0.5,3,-3,4,13,4,-8,-5
CN(CC(=O)Nc1ccc(Cl)cc1)C(=O)CN1C(=O)C2CCCCC2C1=O (stereo not given),-0.2,1.4,2,-4,-1,16,0,19,-6
CCOC(=O)Cc1csc(N/N=C\c2cccc(Br)c2)n1,0.2,1.6,1,-2,-33,-28,-24,1,-6

# Screens from PubChem.
